Abeta rescue: restores growth of yeast expressing A-beta42 peptide; Potency, µM (titrated, usually from 46.1 µM), for the others: at the top dose growth rescue, most hits filed as activators; yeast expressing A-beta42, growth rescue, OD600, 48 h; response scale: 0% DMSO, 100% iron-clioquinol control; AID 1347071; actives 0.063% (n = 410,000); also: potency is read from the fitted curve at half-maximal effect; nearly all actives have a fitted effect of over 55% in size
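Growth rescue measured by 600 nm absorbance after 48 h yeast culture at 30 C with compound. Values normalized between DMSO and an equimolar ferric chloride plus clioquinol control.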
A549 tox: counter-screen for Nrf2 inhibitors: cytotoxicity in A549 cells; actives 0.16% (n = 390,000); A549 ARE-Fluc cells, CellTiter-Fluor viability, 18-24 h; Potency, µM (titrated, usually from 46 µM), without a hit: at the top dose activity change, negative = cytotoxicity, hits mostly inhibitors; AID 504648; also: potency is read from the fitted curve at half-maximal effect; % is scaled to controls: 0 for no effect and ±100 for the full control effect
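A549 ARE-Fluc cells in 5% FBS OPTI-MEM, 5000 cells/well, rested 2 h then exposed to compounds in concentration-response for 18-24 h at 37 °C. Viability by CellTiter-Fluor fluorescence (Ex 405/Em 525) after 30 min; luciferase luminescence (BugLite, 15 min, RT) read afterwards.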
CCT modulator: cytosolic chaperonin activity modulation; purified chaperonin ATPase assay, HTRF ADP detection, 30 min; activity change, % (concentration not given with the values), hits read low; actives 0.3% (n = 360,000); AID 651819; in the data active = activity change below about -30%; also: % is scaled to controls: 0 for no effect and ±100 for the full control effect
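Enzyme 40 or 20 nM (batch-dependent) in Tris pH 7.4/KCl/MgCl2/DTT; cpd 76 uM single point; ATP 10 uM; 30 min 37 °C; Transcreener ADP HTRF detection, 30 min RT; ratio 665/615.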
Nrf2 ARE act: Nrf2 pathway activation. AREc32 ARE-luciferase reporter (MCF7-derived line), luminescence, 24 h. Potency, µM (series often up to 46.1 µM), for the others: at the top dose activation, actives largely listed as activators. actives 0.31% (n = 410,000); also: potency is read from the fitted curve at half-maximal effect; % of control where 0% means no effect; nearly all actives have a fitted effect of over 65% in size
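Reporter line AREc32 (ARE-Fluc), seeded overnight in OPTI-MEM with 5% FBS; compound pin-transferred, 24 hr at 37 deg C, 5% CO2; luminescent read-out.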
TGFb inhibitor: blocks TGF-b signaling; actives 1.2% (n = 410,000); HepG2 CAGA-GFP TGF-b/SMAD3 reporter, GFP fluorescence, 18 h; TGF-beta stimulated, 500 pg/mL final; AID 588855; Potency, µM (top dose mostly 46.1 µM), inactives show top-dose activity, negative = inhibition, hits mostly inhibitors; also: potency is read from the fitted curve at half-maximal effect; % is scaled to controls: 0 for no effect and ±100 for the full control effect; nearly all actives have a fitted effect of over 65% in size
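Inhibition was scored as loss of TGF-beta-induced (500 pg/mL final, 18 hours, 37 degrees C) GFP in HEPG2 cells carrying a CAGA-GFP reporter, in DMEM with 1% FBS. Well GFP was summed per cell; Activity was normalised to unstimulated and stimulated DMSO wells, then concentration-response fitting.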
Nrf2 block: inhibitors of Nrf2 signaling; A549 ARE-Fluc reporter, luciferase luminescence, 18-24 h; Potency, µM (doses to about 46 µM), without a hit: at the highest dose activity change, negative = inhibition, usual class: inhibitors; actives 2.1% (n = 360,000); AID 504444; also: potency is read from the fitted curve at half-maximal effect; % is scaled to controls: 0 for no effect and ±100 for the full control effect; nearly all actives have a fitted effect of over 60% in size
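Cells were seeded and rested 2 h, then exposed to compounds for 18-24 h. CellTiter-Fluor was read first as a viability measure. BugLite was added 15 min before the final luminescent read of ARE-luciferase activity in A549 cells.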
HepG2 tox: counter-screen for TGF-b inhibitors: cytotoxicity in HepG2 cells. HepG2 CAGA-GFP viability, ATP luminescence, 18 h. actives 0.76% (n = 410,000). Potency, µM (doses to about 46.1 µM), inactives show at the highest dose activity change, negative = cytotoxicity, actives largely listed as cytotoxic. AID 588856; also: potency is read from the fitted curve at half-maximal effect; some results filed as inactive show a strong effect at the top dose
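CellTiter-Glo luminescence gave cytotoxicity after 18 hours at 37 degrees C. The cells were HepG2 CAGA-GFP in 1% FBS DMEM, stimulated with 500 pg/mL TGF-beta after compound addition. %Activity was normalised to no-cell wells (complete cell-killing) and DMSO (no toxicity), and curves were fitted and classified.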
Akt phos inh: blocks phosphorylation of Akt; activity change, % for hits at 50 µM; Neuro2A IGF-stimulated pAkt S473 HTRF, 20 min; stronger effect = lower value; actives 0.32% (n = 360,000); AID 651550; in the data active = activity change below about -80%; inconclusive = mostly about -51% to -80%; also: % is scaled to controls: 0 for no effect and ±100 for the full control effect
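Neuro2A cells in DMEM with 0.5% FBS, overnight at 37 deg C, given compound at single 50 µM final, then IGF (6 nM final) for 20 min at 37 deg C. Lysed; phospho-Akt Ser473 by HTRF after 24 h, 665/615 ratio.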
MmCpn inh: inhibitors of Methanococcus maripaludis chaperonin (MmCpn). Potency, µM (series often up to 76.9 µM), for the others: at the top dose activity, negative = inhibition, hits mostly inhibitors. actives 0.031% (n = 330,000). AID 504842. purified Mm-Cpn ATPase, ADP Transcreener TR-FRET; also: potency is read from the fitted curve at half-maximal effect; % is scaled to controls: 0 for no effect and ±100 for the full control effect; nearly all actives have a fitted effect of over 80% in size
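Eu-cryptate anti-ADP/ADP-d2 competition gives a ratio inversely related to ADP. Enzyme at 25 nM was pre-exposed to compound for 10 min, then given 10 uM ATP for 30 min, 37°C throughout.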
* = called active by the depositor; i = inactive; ? = inconclusive; nt = not tested or not shown. Unless noted, calls follow the shape of the dose curve; as a rule, active = well fitted curve in the direction sought with a large enough effect; inconclusive = small, poorly fitted or top-dose-only effect, or another doubt; inactive = no such curve, though single readings can be large; an effect the other way counts as inactive or inconclusive.

SMILES | Abeta rescue | A549 tox | CCT modulator | Nrf2 ARE act | TGFb inhibitor | Nrf2 block | HepG2 tox | Akt phos inh | MmCpn inh
COc1ccc2c(c1)CC/C(=C\c1ccc(C)o1)C2=O | -29% | 6% | 0.7 | ? | -1% | 19% | -7% | i | 0%
CCOc1ccc(NC(=O)CN2C(=O)S/C(=C/c3cccn3C)C2=O)cc1 | 7% | -13% | -0.7 | 4.2% | 0% | -24% | -3% | i | 4%
Cc1c(NC(=O)C2Cc3ccccc3CN2C(=O)c2ccco2)c(=O)n(-c2ccccc2)n1C (stereo not given) | 2% | 2% | -0.5 | -0.6% | 7% | 5% | -1% | i | -1%
CC(C)N1CCc2c(sc(NC(=O)c3ccco3)c2C(N)=O)C1 | 14% | -19% | -1.6 | 4.7% | 0% | 11% | 8% | i | 0%
Cc1ccc(CN(C(=O)COc2ccc([N+](=O)[O-])cc2)C2CCS(=O)(=O)C2)o1 (stereo not given) | 6% | 0% | -1.6 | -0.4% | 2% | 15% | -12% | i | -3%
O=C(Nc1ncc2c(n1)-c1ccccc1OC2)c1ccc(F)cc1 | -15% | 0% | 1.1 | 5.0% | 0% | 23% | -30% | i | -7%
Cc1ccc(O)c(CNc2ccccn2)c1 | 13% | -3% | -2.8 | -0.4% | 0% | 8% | 0% | i | 0%
COc1ccc(N/C=C/C(=O)c2ccccc2)cc1 | -16% | -6% | 0.0 | 0.1% | 1% | ? | -37% | i | -2%
Nc1ccc(-c2nnc(-c3ccccc3)o2)cc1 | -4% | 0% | 0.0 | -0.5% | 2% | ? | -3% | i | -2%
COC(=O)c1cc(S(=O)(=O)Nc2nn(C)c3ccccc23)oc1C | 24% | 0% | -43* | -1.0% | 15% | -1% | 3% | i | 2%
CC(=O)NC12CC3CC(C1)CC(C(=O)N(C)CC(=O)Nc1cccc(F)c1)(C3)C2 | -3% | -2% | -0.4 | -0.7% | -2% | -4% | -1% | i | 1%
CN(Cc1ccccc1)C(=O)CCCn1c(=O)[nH]c2cc(Cl)ccc2c1=O | 1% | -11% | -1.4 | 0.6% | -3% | nt | 7% | i | 0%

At a glance, 7 of the compounds above.
SMILES | Abeta rescue | A549 tox | CCT modulator | Nrf2 ARE act | TGFb inhibitor | Nrf2 block | HepG2 tox | Akt phos inh | MmCpn inh
O=C(Nc1ncc2c(n1)-c1ccccc1OC2)c1ccc(F)cc1 | -15% | 0% | 1.1 | 5.0% | 0% | 23% | -30% | i | -7%
Cc1ccc(O)c(CNc2ccccn2)c1 | 13% | -3% | -2.8 | -0.4% | 0% | 8% | 0% | i | 0%
COc1ccc(N/C=C/C(=O)c2ccccc2)cc1 | -16% | -6% | 0.0 | 0.1% | 1% | ? | -37% | i | -2%
Nc1ccc(-c2nnc(-c3ccccc3)o2)cc1 | -4% | 0% | 0.0 | -0.5% | 2% | ? | -3% | i | -2%
COC(=O)c1cc(S(=O)(=O)Nc2nn(C)c3ccccc23)oc1C | 24% | 0% | -43* | -1.0% | 15% | -1% | 3% | i | 2%
CC(=O)NC12CC3CC(C1)CC(C(=O)N(C)CC(=O)Nc1cccc(F)c1)(C3)C2 | -3% | -2% | -0.4 | -0.7% | -2% | -4% | -1% | i | 1%
CN(Cc1ccccc1)C(=O)CCCn1c(=O)[nH]c2cc(Cl)ccc2c1=O | 1% | -11% | -1.4 | 0.6% | -3% | nt | 7% | i | 0%

Other compounds follow:
SMILES | Abeta rescue | A549 tox | CCT modulator | Nrf2 ARE act | TGFb inhibitor | Nrf2 block | HepG2 tox | Akt phos inh | MmCpn inh
Cc1ccc(OCc2cn3cccnc3n2)cc1 | 11% | -2% | -0.9 | 0.1% | ? | 9% | 1% | i | 0%
CCC1(c2ccc(Cl)cc2)NC(=O)N(CC(=O)N2CCN(C(=O)c3ccco3)CC2)C1=O (stereo not given) | 10% | 1% | -2.9 | -0.4% | -11% | -21% | -4% | i | 3%
CCC1S/C(=N\S(=O)(=O)c2cccs2)N(C2CCCCC2)C1=O (stereo not given) | 2% | 7% | -3.5 | 0.2% | 3% | 13% | -10% | i | -4%
CN1CCN(c2ccc(CNC(=O)C3Cc4c(-c5ccc6c(c5)OCO6)ccnc4O3)cc2)CC1 (stereo not given) | 7% | nt | -3.8 | 9.6% | 7% | nt | -6% | i | nt
CC(C)c1nnc(NC(=O)CSc2ccccc2)s1 | 3% | -1% | -0.2 | 4.3% | ? | nt | -24% | i | 0%
Cc1cc(OC(=O)c2cccc(Br)c2)c([N+](=O)[O-])c(=O)[nH]1 | 9% | -7% | -0.1 | -1.4% | 5% | 12% | -9% | i | 0%
CCCCCC1CCC(c2n[nH]c(=S)n2C)CC1 (stereo not given) | ? | 1% | -1.9 | 1.9% | -9% | -18% | 3% | i | 1%
Cc1ccc(Sc2ncccc2C(=O)O)cc1 | 37% | 0% | 0.2 | -0.3% | -10% | -1% | 7% | i | 1%
COc1ccc(-c2coc3c(C(=O)NC4CCCCC4)cccc23)c(C)c1 | -7% | nt | 1.5 | -0.3% | ? | nt | -24% | i | nt
O=C(Oc1ccc(Br)cc1)c1cccnc1 | -10% | 0% | -1.6 | -1.0% | 1% | 3% | 2% | i | 1%
Cc1nn(Cc2noc(C(=O)NCc3cccc(F)c3)n2)c(C)c1Br | 3% | -3% | nt | 0.5% | -21% | 1% | -28% | nt | nt
CC(=O)c1cccc(NC(=O)CN(C2CCCCC2)S(C)(=O)=O)c1 | -8% | 1% | -0.7 | 3.1% | -10% | -8% | 6% | i | -1%
Cc1cc(C)nc(SCc2nnc(SCC(=O)Nc3ccc(Cl)c(C(F)(F)F)c3)o2)n1 | 5% | 2% | -0.6 | -0.2% | -14% | -7% | -21% | i | -1%
COc1ccc(C(C(=O)NC(C)(C)C)N(C[C@H]2CC[C@@H]([C@@H]3CC[C@H](CO)O3)O2)C(=O)c2ccccc2)cc1 (stereo not given in full) | 9% | -4% | 0.0 | -0.9% | ? | 7% | 10% | i | 2%
CCCCC(=O)Nc1ccc2c(c1)nc1n2CCOC1 | -13% | 11% | 2.4 | 0.5% | 1% | ? | 4% | i | 1%
O=C(Nc1ccc(Cl)cc1)N(CCCN1CCOCC1)Cc1cccs1 | 15% | 1% | -1.3 | -0.3% | -7% | ? | -7% | i | -2%
Cc1oc2ncn(CC(C)C)c(=O)c2c1C(=O)N(Cc1ccccc1)C(C)C | -9% | 2% | nt | 0.7% | ? | -13% | -4% | nt | nt
CC(Nc1ccc(F)cc1)=[N+](C)CCNS(=O)(=O)c1ccc(Cl)cc1 | 1% | 1% | -1.4 | -0.5% | 8% | 0% | -25% | i | -1%
CCOC(=O)C1CCN(CC(=O)N(CC(C)C)c2c(N)n(CC(C)C)c(=O)[nH]c2=O)CC1 | -9% | 7% | 0.9 | -0.4% | 18% | ? | 9% | i | 2%
C[C@@H]1CN([C@@H](C)CO)C(=O)CCCn2nncc2CO[C@H]1CN(C)C(=O)c1ccc(N2CCN(C)CC2)cc1 | -9% | nt | 0.5 | -0.7% | 9% | nt | 1% | i | nt
CCc1ccc(NC(=O)CSc2nc3nccnc3c(=O)n2CCc2c[nH]c3ccccc23)cc1 | 8% | 9% | nt | 6.1% | -21% | 28% | 0% | nt | nt
NS(=O)(=O)c1ccc(NS(=O)(=O)/C=C/c2ccccc2)cc1 | 7% | -2% | 0.5 | -0.4% | ? | 6% | -17% | i | 3%
O=C(O)C1CCCN1c1ncccn1 (stereo not given) | 1% | nt | -1.1 | -0.1% | 18% | 21% | -11% | i | -1%
COc1ccc(S(=O)(=O)Nc2cccc(C)c2C)c2cccnc12 | -10% | -1% | -1.5 | 4.9% | 2% | -25% | -16% | i | 1%
O=C(NCCc1ccccc1)c1ccccc1C(F)(F)F | 15% | nt | -1.1 | 0.0% | 8% | nt | 7% | i | nt
COc1cccc(CC2(CO)CCCN(Cc3sc(N4CCCC4)nc3Cl)C2)c1 (stereo not given) | -5% | -4% | -2.3 | 5.5% | ? | -11% | 0% | i | -1%
Cc1ccc(-n2c(SCC(=O)N3CCC(C(=O)O)CC3)nc3ccccc3c2=O)cc1C | 20% | -17% | 1.9 | -0.7% | 7% | ? | 14% | i | 4%
CCOc1ccccc1NC(=O)CSc1nc2[nH]ncc2c(=O)[nH]1 | -7% | 0% | -2.7 | -0.5% | 1% | 2% | -3% | i | -2%
CC(Oc1ccc(F)cc1)C(=O)Nc1cc(S(=O)(=O)N2CCOCC2)ccc1N1CCCC1 (stereo not given) | 10% | 4% | -2.4 | -0.2% | -8% | 2% | 3% | i | -1%
C/C(=N\Nc1ccc(Cl)cc1)c1ccncc1 | -6% | -2% | -1.5 | 18% | -3% | ? | -29% | i | 0%
COc1cccc(CNCCSc2nnnn2C)c1OC | 4% | 1% | 1.7 | -0.4% | 2% | 18% | 6% | i | -1%
Cc1cc(C)n2nc(C(=O)OCC(=O)c3cc(C)n(CC4CCCO4)c3C)nc2n1 (stereo not given) | -16% | 0% | 1.7 | -0.7% | 0% | -11% | -2% | i | -1%
CCOC(=O)c1cnn(-c2ccccc2)c1-n1cccc1 | -12% | 2% | -1.5 | -1.0% | -6% | 9% | -13% | i | 0%

High-throughput results deposited in PubChem BioAssay by National Center for Advancing Translational Sciences (NCATS).

Compounds were not picked by outcome (roughly 4.3% active in at least one column).
